Peg3 prom inh: inhibitors of Peg3 promoter. HeLa PEG-Prom luciferase reporter, luminescence, overnight. inhibition, % at 20 µM. 360,000 tested, 1.7% active. AID 588405;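 active = inhibition of at least 50% at 20 µM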
KKLEB tox: CF airway cell cytotoxicity counter-screen; KKLEB CF airway cells viability, ATPlite luminescence, overnight; stronger effect = lower value; cells stimulated with P. aeruginosa culture filtrate; activity change (cytotoxicity), % at 5 µM; 360,000 tested, 0.36% active; AID 602141;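 active = corrected activity change at or below -50% at 5 µM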
PDI turbidity: PDI (human) enzyme inhibition. P07237. PDI insulin aggregation turbidity, A650, 90 min. inhibition, % at 10 µM. 350,000 tested, 0.052% active;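 active = mean inhibition across replicates of 30% or more, whatever share of single replicates reach that level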;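 note: absorbance from insulin aggregation driven by PDI reduction with DTT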
Target sequence (P07237 whole entry, looked up): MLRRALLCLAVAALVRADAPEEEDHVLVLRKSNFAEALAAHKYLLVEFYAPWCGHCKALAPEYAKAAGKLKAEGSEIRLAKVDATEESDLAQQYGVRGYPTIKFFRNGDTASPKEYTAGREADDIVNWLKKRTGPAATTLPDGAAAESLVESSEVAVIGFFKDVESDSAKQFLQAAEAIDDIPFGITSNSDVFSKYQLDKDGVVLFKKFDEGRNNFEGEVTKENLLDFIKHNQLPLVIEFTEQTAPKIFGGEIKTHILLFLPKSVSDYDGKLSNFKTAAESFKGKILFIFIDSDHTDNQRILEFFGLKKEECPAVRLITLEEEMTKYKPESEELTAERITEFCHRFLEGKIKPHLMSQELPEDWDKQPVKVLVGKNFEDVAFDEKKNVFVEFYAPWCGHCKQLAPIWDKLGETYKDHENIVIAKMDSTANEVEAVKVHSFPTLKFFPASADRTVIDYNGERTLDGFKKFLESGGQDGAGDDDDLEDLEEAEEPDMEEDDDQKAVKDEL
HIF-2a block: HIF-2a inhibition. 360,000 tested, 0.72% active. inhibition, % at 18.8 µM. 786-0 RCC cells HIF-2a reporter, luciferase luminescence, overnight;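 active = inhibition of the luminescence signal of 40% or more relative to plate controls, in a single-dose primary screen at 18.75 µM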
CaV13 ICDI inh: Primary screen for inhibitors of IQ motif and Ca2+-dependent inactivation inhibitor domain binding in CACNA1D, Förster resonance energy transfer in living cells, …; 340,000 tested, 0.098% active; HEK cells, CFP/YFP FRET ICDI-IQ, plate reader, 10 min; percent FRET-ratio fall versus neutral wells; inhibition, % at 12.3 µM;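 active = mean replicate inhibition of at least 30% and at least 1% of replicates passing that level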;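 note: 0% = median of the neutral control wells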
NR2E3 ag-1: human photoreceptor-specific nuclear receptor agonism | Q9Y5X4 | CHO-S Gal4-NCOR/VP16-NR2E3 two-hybrid, luciferase | inhibition of corepressor binding, % at 3.98 µM | 360,000 tested, 0.35% active | AID 602229;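 active = inhibition above the mean of all tested compounds plus 3 SD, cut at about 70% in these data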;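 note: 0% = DMSO with NR2E3 transfected cells and 100% = cells lacking NR2E3 construct; higher means lower luciferase signal from less NR2E3 corepressor binding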
Target sequence (Q9Y5X4 whole entry, looked up, the tested form may be a part): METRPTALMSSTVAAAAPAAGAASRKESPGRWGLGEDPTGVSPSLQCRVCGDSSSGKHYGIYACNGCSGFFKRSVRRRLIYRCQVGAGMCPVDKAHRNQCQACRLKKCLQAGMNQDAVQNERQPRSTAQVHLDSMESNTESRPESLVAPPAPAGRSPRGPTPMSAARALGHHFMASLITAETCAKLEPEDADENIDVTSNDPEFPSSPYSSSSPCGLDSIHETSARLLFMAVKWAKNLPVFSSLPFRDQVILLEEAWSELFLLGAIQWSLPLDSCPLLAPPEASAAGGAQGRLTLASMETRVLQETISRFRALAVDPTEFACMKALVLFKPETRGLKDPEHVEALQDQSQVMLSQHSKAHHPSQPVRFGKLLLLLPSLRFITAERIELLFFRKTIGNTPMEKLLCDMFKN
Vif imaging: HIV Vif inhibition | 340,000 tested, 0.35% active | inhibition, % at 7.49 µM | HEK293T cells, Vif self-association by quenched fluorescence, imaging, 24 h; in the data active = inhibition above about 50%, passing the limit was not always enough; note: some results filed as inactive read as strong as hits
MITF TRPM1 inh: reduces MITF-dependent TRPM1 promoter luciferase signal | SK-MEL-5 TRPM1 promoter luciferase, 24 h | inhibition, % at 12.5 µM | 330,000 tested, 0.83% active;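 active = mean inhibition across replicates of 60% or more, whatever share of single replicates reaches that level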; note: values of inactives mirror those of a sister screen read the other way
CF NFkB inh: cystic fibrosis NF-kB activation inhibition; inhibition, % at 5 µM; 360,000 tested, 0.86% active; AID 588850; KKLEB NF-kB-GFP reporter, PAF-induced, GFP fluorescence overnight;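 active = at least 50% inhibition at 5 µM, scaled per plate between neutral and stimulator controls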;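 note: PAF is a Pseudomonas aeruginosa culture filtrate used as stimulus; plate controls were PAF-stimulated DMSO wells for no effect and unstimulated DMSO wells for full effect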
NR2E3 ag-2: agonists of human nuclear receptor NR2E3; Q9Y5X4; GST-NR2E3/biotin-RetCOR TR-FRET, 1536-well; inhibition of corepressor binding, % at 4.78 µM; 320,000 tested, 0.12% active; AID 2300;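 active = percent inhibition above the cutoff of mean plus 3 SD of all tested compounds, set per screening campaign, cut at about 20% in these data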;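 note: 0% = DMSO wells and 100% = biotin wells as full block of FRET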
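System: GST-tagged NR2E3 plus biotinylated RetCOR corepressor; Amount: 1.35 nM GST-tagged NR2E3 final; Dosing: single nominal compound dose of 4.8 µM; Schedule: 5 h incubation at 4 °C; Technique: TR-FRET with europium anti-GST and streptavidin-D2, 340 nm excitation; Controls: biotin wells as high control, 0.6% DMSO wells as low control.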
Shn3 inh set2: Schnurri-3 reporter inhibition in Clone20 osteoblasts; Clone20 osteoblast Shn3 3'UTR firefly luciferase, 24 h; inhibition, % at 12.5 µM; 360,000 tested, 0.52% active;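 active = mean inhibition of at least 75% with every replicate also reaching 75%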;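 note: 0% = median of neutral control wells and 100% = pilot-screen positive control compound; some compounds past the cut are filed as inactive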
* hit, by the source's call; . = no result given.

Values run as follows: Peg3 prom inh	KKLEB tox	PDI turbidity	HIF-2a block	CaV13 ICDI inh	NR2E3 ag-1	Vif imaging	MITF TRPM1 inh	CF NFkB inh	NR2E3 ag-2	Shn3 inh set2
- Cc1ccc(NC(=O)COC(=O)C2CC2C)c(S(=O)(=O)N2CCCCC2)c1 (stereo unspecified)
    -25	1	-6	-18	.	-1	-18	3	-24	1	22
- Cc1ccc(N(CC(=O)Nc2cc(Cl)ccc2Oc2ccccc2)S(C)(=O)=O)c(C)c1
    41	8	-4	16	-5	3	30	-1	6	2	14
- CN1C(=O)CS/C1=N\NC(=O)COc1cccc2cccnc12
    5	2	1	13	-4	-18	0	-10	0	1	8
- CCOC(=O)c1ccccc1-n1nnnc1C
    5	2	0	14	-4	13	-15	10	10	1	15
- N#CCCSc1ccccc1NC(=O)c1cc(=O)c2ccccc2o1
    11	2	3	1	-13	-10	-2	12	15	1	2
- O=c1[nH]c(C2CCCN(S(=O)(=O)c3ccccc3Cl)C2)nc2c1nnn2Cc1ccc2c(c1)OCCO2 (stereo unspecified)
    35	-7	-2	11	-7	-14	-6	3	19	0	1
- CCOc1ccc(OCCOCCN2CCOCC2)cc1
    16	-16	-4	2	-4	-17	-7	-3	0	-1	-1
- O=C(CC1C(=O)NCCN1Cc1ccccc1C(F)(F)F)NC1CCCCC1 (stereo unspecified)
    12	9	7	11	-3	5	-3	6	12	1	15
- Cc1cc(C)c(S(=O)(=O)Nc2ccc(N3CCOCC3)cc2)c(C)c1
    19	-4	-1	15	-8	2	0	-7	-11	-3	3
- O=c1cc(CN2CCN(c3ccc(F)cc3)CC2)c2cc3c(cc2o1)CCCC3
    19	2	-5	-1	-2	-6	29	33	1	-3	28
- COc1ccc(C(=O)CSc2nnc(-c3ccco3)o2)cc1
    -11	3	-1	-12	-4	-14	4	2	6	0	14
- O=C(O)c1nn(-c2ccc(F)cc2)ccc1=O
    10	-3	4	3	-17	6	3	-15	-11	-2	-2
- COc1cccc2c(N/N=C/c3ccc(O)c(O)c3)cc(C)nc12
    -93	-2	-7	-77	-3	-26	2	-23	-16	3	-25
- O=c1[nH]c(CSc2nc(-c3ccc(F)cc3)cs2)nc2ccccc12
    -5	-6	-6	12	-7	9	-1	6	12	1	-6
- CCOC(=O)C1CCN(C(=O)COC(=O)c2oc3ccc(OC)cc3c2C)CC1
    -6	1	13	1	-6	-6	-3	-5	-4	2	-8

A second format for 9 compounds above.
| SMILES | Peg3 prom inh | KKLEB tox | PDI turbidity | HIF-2a block | CaV13 ICDI inh | NR2E3 ag-1 | Vif imaging | MITF TRPM1 inh | CF NFkB inh | NR2E3 ag-2 | Shn3 inh set2 |
| --- | --- | --- | --- | --- | --- | --- | --- | --- | --- | --- | --- |
| Cc1ccc(NC(=O)COC(=O)C2CC2C)c(S(=O)(=O)N2CCCCC2)c1 (stereo unspecified) | -25 | 1 | -6 | -18 | . | -1 | -18 | 3 | -24 | 1 | 22 |
| Cc1ccc(N(CC(=O)Nc2cc(Cl)ccc2Oc2ccccc2)S(C)(=O)=O)c(C)c1 | 41 | 8 | -4 | 16 | -5 | 3 | 30 | -1 | 6 | 2 | 14 |
| CN1C(=O)CS/C1=N\NC(=O)COc1cccc2cccnc12 | 5 | 2 | 1 | 13 | -4 | -18 | 0 | -10 | 0 | 1 | 8 |
| CCOC(=O)c1ccccc1-n1nnnc1C | 5 | 2 | 0 | 14 | -4 | 13 | -15 | 10 | 10 | 1 | 15 |
| N#CCCSc1ccccc1NC(=O)c1cc(=O)c2ccccc2o1 | 11 | 2 | 3 | 1 | -13 | -10 | -2 | 12 | 15 | 1 | 2 |
| O=c1[nH]c(C2CCCN(S(=O)(=O)c3ccccc3Cl)C2)nc2c1nnn2Cc1ccc2c(c1)OCCO2 (stereo unspecified) | 35 | -7 | -2 | 11 | -7 | -14 | -6 | 3 | 19 | 0 | 1 |
| CCOc1ccc(OCCOCCN2CCOCC2)cc1 | 16 | -16 | -4 | 2 | -4 | -17 | -7 | -3 | 0 | -1 | -1 |
| O=C(CC1C(=O)NCCN1Cc1ccccc1C(F)(F)F)NC1CCCCC1 (stereo unspecified) | 12 | 9 | 7 | 11 | -3 | 5 | -3 | 6 | 12 | 1 | 15 |
| Cc1cc(C)c(S(=O)(=O)Nc2ccc(N3CCOCC3)cc2)c(C)c1 | 19 | -4 | -1 | 15 | -8 | 2 | 0 | -7 | -11 | -3 | 3 |

Additional entries follow:
Values run as follows: Peg3 prom inh	KKLEB tox	PDI turbidity	HIF-2a block	CaV13 ICDI inh	NR2E3 ag-1	Vif imaging	MITF TRPM1 inh	CF NFkB inh	NR2E3 ag-2	Shn3 inh set2
- O=C(CN1CCC(C(=O)c2ccc(F)cc2)CC1)Nc1ccccc1
    17	-2	-4	-2	-7	-13	-7	6	0	-1	19
- CCOC(=O)C1CCN(S(=O)(=O)c2ccccc2[N+](=O)[O-])CC1
    6	0	-2	9	-16	6	26	.	8	5	6
- O=S(=O)(c1cccs1)N1CCc2ccccc21
    24	-1	1	-1	-5	-5	-9	2	-9	3	-7
- COc1cc2c(cc1NC(=O)c1cccnc1)CCCC2
    -42	-4	3	-58	-4	-34	9	-14	6	-1	-22
- Cc1ccc(-c2ccc(CN3C(CC(C)C)C(=O)N(Cc4cn(CC5CCCCC5)nn4)CCS3(=O)=O)cc2)cc1 (stereo unspecified)
    6	4	1	18	-10	-25	-2	.	36	.	7
- COc1ccc(OCC(=O)Nc2nnc(S(=O)(=O)N3CCCCCC3)s2)cc1
    19	-7	10	10	-6	-2	-4	-12	15	7	11
- CC(C)(C)c1nc(SCC(=O)N2CCCC2)c2ccccc2n1
    40	-7	-3	28	2	-41	-1	0	42	3	18
- CCOC(=O)C1Sc2[nH]c(=O)sc2C(c2ccc(Cl)cc2)C1C(=O)OCC (stereo unspecified)
    30	6	-4	7	.	-5	-13	3	-4	2	0
- CCN(CC(=O)Nc1ccc(Br)cc1)C(=O)c1nc2nc(C)cc(C)n2n1
    -1	20	-7	-13	-2	5	-4	-12	13	2	-27
- Cc1cccnc1NC(=O)c1csnn1
    10	8	5	10	-4	-11	14	-5	-3	1	15
- CS(=O)(=O)c1ccc(C(=O)OCC(=O)N(CCc2ccccc2)Cc2ccccc2)cc1
    0	-10	3	-7	.	-28	9	-3	7	2	-42
- O=S(=O)(CCN1CCCC1)NCCNS(=O)(=O)c1ccc(F)cc1Br
    -29	19	1	-43	-6	-40	-5	3	1	.	-26
- Cc1ccc(NC(=O)CSC(C)C(=O)NCCc2ccccn2)cc1 (stereo unspecified)
    3	19	0	3	-2	16	-4	2	6	0	-3
- COc1ccc(S(=O)(=O)NNc2nc(C)cc(C)n2)cc1[N+](=O)[O-]
    16	15	5	4	.	-4	9	-5	6	3	-1
- COc1ccc(CNC(=O)C2CCCN(C(=O)Nc3ccccc3OC)C2)cc1 (stereo unspecified)
    5	-4	1	10	-7	-18	13	0	-4	1	22
- CCOC(=O)C1=C(C)N=c2s/c(=C/c3cccc([N+](=O)[O-])c3O)c(=O)n2C1c1cc(OC)c(OC)c(OC)c1 (stereo unspecified)
    24	4	1	14	-5	6	-8	11	0	-1	-6
- Cc1ccc(Cl)cc1NC(=O)C(=O)N/N=C/c1ccc2c(c1)OCO2
    -2	23	-2	1	.	-36	6	-10	-54	.	-7
- COCCNC(=O)/C(C#N)=C/c1c(N2CCN(C)CC2)nc2ccccn2c1=O
    8	-6	-2	19	-1	-5	1	-9	16	-2	2
- CCN(C[C@H]1N[C@@](CC)(C(=O)OC)[C@H]2C(=O)N(Cc3ccccc3)C(=O)[C@@H]12)C(=O)NC(C)C
    -5	-20	11	4	-3	11	4	5	-1	.	-3
- COc1ccccc1NC(=O)Cc1noc(CSc2nnc(C(F)(F)F)n2C)n1
    0	15	-1	14	-4	-19	10	5	13	-2	2
- NN1C(=O)/C(=C\c2ccco2)SC1=S
    2	-10	4	2	-19	-25	-3	.	-18	-2	-14
- CC1=CC2=NC(=O)/C(=C\c3cc(C)n(-c4ccc(F)cc4)c3C)C(=N)N2O1
    11	2	-10	10	-4	8	0	-1	-18	2	-13
- O=S(=O)(NCCc1ccccc1)c1cccc2nsnc12
    15	9	8	7	-10	11	5	-3	2	0	-13
- CC1(C)CC(=O)C=C(NNC(=O)c2ccccc2O)C1
    -75	-2	-2	-113	-10	-63	-6	-50	-1	-8	-60
- COc1ccc(NC(=O)CN2CCN(CC(=O)Nc3ccccc3Cl)CC2)cc1
    7	0	0	10	1	-15	-17	6	-2	1	1
- COc1ccc(Br)cc1S(=O)(=O)NNC(=O)c1c(C)nc2ccccn12
    12	7	-2	16	-3	-24	0	3	-9	-2	12
- O=c1oc2cc(O)ccc2c2c1CCCC2
    -12	3	4	-9	-4	1	15	-6	-5	-3	-4
- COC(=O)C(C)Oc1cc(C)ccc1COc1ccc(-n2nc(C)n(C(F)F)c2=O)cc1 (stereo unspecified)
    11	4	0	18	-5	-13	-1	-4	17	3	15
- COc1ccc(-c2coc3cc(O)ccc3c2=O)cc1
    -303	0	15	-294	-5	-83	57*	-81	1	1	-217
- COc1ccc(OC)c(C2=NOC(C(=O)Nc3c(C)n(C)n(-c4ccccc4)c3=O)C2)c1 (stereo unspecified)
    -3	3	0	7	-6	0	4	6	8	0	-20

Single records (already shown). Order of values: Peg3 prom inh, KKLEB tox, PDI turbidity, HIF-2a block, CaV13 ICDI inh, NR2E3 ag-1, Vif imaging, MITF TRPM1 inh, CF NFkB inh, NR2E3 ag-2, Shn3 inh set2
Shown for COc1ccc(-c2coc3cc(O)ccc3c2=O)cc1 : -303, 0, 15, -294, -5, -83, 57*, -81, 1, 1, -217
Shown for CCN(C[C@H]1N[C@@](CC)(C(=O)OC)[C@H]2C(=O)N(Cc3ccccc3)C(=O)[C@@H]12)C(=O)NC(C)C : -5, -20, 11, 4, -3, 11, 4, 5, -1, ., -3

Bioassay records as filed in PubChem BioAssay.
